KDM5B inh: KDM5B demethylase inhibition. Q9UGL1. KDM5B demethylase, FDH-coupled NADH fluorescence (FDH is formaldehyde dehydrogenase). Potency, µM (highest dose often 57.7 µM), without a hit: top-dose activity change, negative = inhibition, actives largely listed as inhibitors. hit rate 2.6% among 220,000. AID 1347165; active = well fitted inhibition curve with a large enough effect; inconclusive = small, poorly fitted or top-dose-only effect; inactive = no such curve, though single readings can be large or run the other way; also: 0% is about no effect; nearly all actives have a fitted effect of over 70% in size
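Compound dilutions met 200 nM (final) KDM5BΔAP for 10 min at room temperature before substrate addition. The substrate mix held 12.5 µM H3K4me3 with cofactors 25 µM α-ketoglutarate and 50 µM Fe²⁺. NADH signal gain over 30 min defined activity.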
* marks the source's active call; other numbers are inactive results; ? = inconclusive. Potency is read from the fitted curve at half-maximal effect.

| cpd | KDM5B inh | compound |
| --- | --- | --- |
| 1 | ? | CCc1cccc(NC(=O)c2ccc3c(c2)c(C)c(C)n3Cc2ccc(F)cc2)c1 |
| 2 | 34% | Cc1cc(C(=O)CN2C(=O)C(=O)N(C)C2=O)c(C)n1-c1cccc(S(=O)(=O)N2CCOCC2)c1 |
| 3 | -33% | Cc1ccc(CNS(=O)(=O)c2ccc(F)c(F)c2)n1C |
| 4 | 19% | CC(C)CNC(=O)CCC1CCN(S(=O)(=O)c2ccccc2F)CC1 |
| 5 | 6% | COc1cc(OC)cc(C(=O)NC2CCCN(c3cc(-c4ccccc4)[nH]n3)C2)c1 (stereo unspecified) |
| 6 | 1% | CCc1ccc2c(c1)-c1ccccc1S(=O)(=O)N2CC(=O)Nc1c(C)cccc1C |
| 7 | 1% | Cc1[nH]c2ccc(C(=O)OCC(=O)N3CCCC3=O)cc2c1C |
| 8 | 16% | COCC1CN(C(C)=O)CC12CCN(C(=O)c1cccc(C)c1)CC2 (stereo unspecified) |

An excerpt from above in order of formula weight, largest number first.
| cpd | KDM5B inh | compound |
| --- | --- | --- |
| 2 | 34% | Cc1cc(C(=O)CN2C(=O)C(=O)N(C)C2=O)c(C)n1-c1cccc(S(=O)(=O)N2CCOCC2)c1 |
| 4 | 19% | CC(C)CNC(=O)CCC1CCN(S(=O)(=O)c2ccccc2F)CC1 |
| 7 | 1% | Cc1[nH]c2ccc(C(=O)OCC(=O)N3CCCC3=O)cc2c1C |

The list goes on.
| cpd | KDM5B inh | compound |
| --- | --- | --- |
| 9 | 11% | Cc1noc(-c2cn(C3CCN(C(=O)c4ccoc4)CC3)nn2)n1 |
| 10 | 14% | N#Cc1ccc(NCCNc2ncccn2)nc1 |
| 11 | -7% | CCCCCSc1nc2c(c(=O)[nH]c(=O)n2C)n1CC(O)COc1ccc(CC)cc1 (stereo unspecified) |
| 12 | ? | Cc1cc(C)cc(C(=O)NC(C)C(=O)N2CCN(c3ccccn3)CC2)c1 (stereo unspecified) |
| 13 | -6% | CC(C)CNC(=O)N1CCC(N2C(=O)C(OCC3CC3)C23CCCCC3)CC1 (stereo unspecified) |
| 14 | ? | COc1cccc(CN2CCNc3cc(-c4ccnc(C)c4)ncc3C2)c1 |
| 15 | 16% | COCCn1c(C)cnc1CCNC(=O)C1CCOCC1 |
| 16 | 6% | Cc1cc(F)ccc1NC(=O)C1CN(S(=O)(=O)C2CC2)CC12CCCCC2 (stereo unspecified) |
| 17 | 4% | Cc1ccc(N2CCN(C(C(=O)O)c3cn(C)c4ccc(C(=O)O)cc34)CC2)c(C)c1 (stereo unspecified) |
| 18 | -1% | COc1ccc(OC)c2[nH]c(C(=O)NC(C)C(=O)Nc3nc(C)cs3)cc12 (stereo unspecified) |
| 19 | 40% | CC[C@@H](Nc1ncnc2c1oc1ccccc12)C(=O)O |
| 20 | -8% | CCOc1cc(=O)n2c(c1C(=O)Nc1ccc(C#N)cc1)CCCC2 |

3 of the entries above in order of the KDM5B inh value, rising.
| cpd | KDM5B inh | compound |
| --- | --- | --- |
| 20 | -8% | CCOc1cc(=O)n2c(c1C(=O)Nc1ccc(C#N)cc1)CCCC2 |
| 18 | -1% | COc1ccc(OC)c2[nH]c(C(=O)NC(C)C(=O)Nc3nc(C)cs3)cc12 (stereo unspecified) |
| 19 | 40% | CC[C@@H](Nc1ncnc2c1oc1ccccc12)C(=O)O |

Reprinted at random: 3 compounds from above, in no set order.
| cpd | KDM5B inh | compound |
| --- | --- | --- |
| 18 | -1% | COc1ccc(OC)c2[nH]c(C(=O)NC(C)C(=O)Nc3nc(C)cs3)cc12 (stereo unspecified) |
| 20 | -8% | CCOc1cc(=O)n2c(c1C(=O)Nc1ccc(C#N)cc1)CCCC2 |
| 1 | ? | CCc1cccc(NC(=O)c2ccc3c(c2)c(C)c(C)n3Cc2ccc(F)cc2)c1 |

Some of the compounds tested; rates above refer to the full screens.
